# Screening data: PubChem BioAssay, NCI
# All columns: NCI-60 one-dose screen, growth in % after 48 h at 10 µM unless noted; 100 = growth as untreated, 0 = no growth, -100 = all killed.
# SK-MEL-2 = SK-MEL-2 melanoma; actives 4.7% (n = 77,000)
# UACC-257 = UACC-257 melanoma. actives 4.4% (n = 78,000)
# SK-MEL-5 = SK-MEL-5 melanoma; actives 6.4% (n = 80,000); AID 1794755
# HS 578T = HS 578T breast cancer | actives 4.1% (n = 78,000) | AID 1794788
# LOX IMVI = LOX IMVI melanoma; actives 7.4% (n = 79,000)
# SK-MEL-28 = SK-MEL-28 melanoma; actives 4.1% (n = 81,000); AID 1794761
# MALME-3M = MALME-3M melanoma | actives 5.8% (n = 78,000) | AID 1794766
# UACC-62 = UACC-62 melanoma | actives 5.4% (n = 81,000)
# * hit, by the source's call; . = not tested or not shown; & = joins results of further samples. How the source made its calls: active means growth percent below 10; inactive means the rest. Outcome played no part in choosing rows; 11% or so of the library scored in one or more.
# Under each structure – SK-MEL-2	UACC-257	SK-MEL-5	HS 578T	LOX IMVI	SK-MEL-28	MALME-3M	UACC-62
- CCNCc1ccccc1
    111.4	102.2	107.6	101.7	97.8	96.9	101.2	100.2
- C[C@]1(CO)O[C@@H](n2cc(F)c(N)nc2=O)C[C@@H]1OCc1ccccc1
    106.8	120.3	99.0	103.6	98.4	107.8	102.7	103.4
- CCOC(=O)/C(C#N)=C/c1cccc(F)c1
    109.2	111.6	101.1	114.6	105.7	99.0	96.4	111.3
- CN(C)CCOC(=O)COc1ccc(Cl)cc1
    125.4	99.0	99.4	102.2	91.3	118.8	103.8	101.7
- Clc1nc2ccccc2cc1Cn1nnnc1Cc1ccccc1
    89.3	.	72.8	95.7	87.5	98.3	78.8	74.5
- COc1cc2cc(C(=O)Nc3ccccc3)c(N)nc2cc1OC
    -62.0*	-81.3*	-95.1*	36.2	-93.3*	-98.3*	-78.2*	-85.3*
- COc1ccc(/C=N\NC(=S)Nc2ccc(F)cc2)cc1OC
    99.0&93.0	104.2&119.6	91.6&97.1	87.7&106.7	89.1	107.4&114.6	101.6	97.7&102.3
- Cc1c(Cc2cc(C(C)(C)C)c(O)c(C(C)(C)C)c2)c(C)c(Cc2cc(C(C)(C)C)c(O)c(C(C)(C)C)c2)c(C)c1Cc1cc(C(C)(C)C)c(O)c(C(C)(C)C)c1
    109.4	101.3	100.2	110.2	92.9	102.0	84.0	101.4
- N#Cc1c(-c2ccccn2)[nH]c(=S)[nH]c1=O
    93.7	108.6	106.2	109.3	104.1	112.1	107.8	117.7
- Nc1nc(F)nc2c1ncn2[C@@H]1O[C@H](COP(=O)(O)O)[C@@H](O)[C@@H]1O
    .	101.5	112.4	72.8	94.7	91.9	96.4	92.4
- Nc1cc(C(=O)O)[nH]c(=S)n1
    98.9	93.3	98.8	98.1	100.3	96.7	89.8	95.2
- c1ccc(-c2cn3ccnc3c(-c3ccc4c(c3)ncn4C3CCCCC3)n2)cc1
    106.2	110.2	94.3	100.7	95.1	111.3	119.7	98.0
- CCCCc1ccc(C#N)nc1
    .	104.6	100.2	105.9	99.6	102.9	106.8	108.1
- C(=C\c1c[nH]c2ccccc12)/c1nccc2ccccc12
    83.7	96.5	88.4	90.5	.	101.8	.	80.4
- Clc1ccc(SCN2CCCCC2)cc1
    109.2	91.6	102.5	115.4	101.1	109.0	92.9	106.2
- CCOC=Nc1nc2c(N=Nc3ccc(OC)cc3)c(N)nn2c(-c2ccc(OC)c(OC)c2)c1C#N
    103.1	105.7	84.7	90.1	.	115.6	117.3	106.7
- COc1cc(C2CC(c3cc(Cl)c(C)cc3O)=NN2c2ccc(S(N)(=O)=O)cc2)cc(OC)c1OC (configuration not stated)
    37.7	44.7	-4.9*	30.3	16.2	31.7	31.9	16.3
- O=C(CI)NC(Cc1ccccc1)C(=O)O (configuration not stated)
    112.0	96.7	99.6	109.9	93.2	105.5	92.6	103.3
- Nc1ccc(Cl)c2c(=O)c3ccccc3[nH]c12
    81.2	74.7	53.1	98.0	71.4	112.5	108.7	93.6
- CCN(CC)C1CCC(N)CC1 (configuration not stated)
    106.5&108.4	99.9&93.0	102.1&98.8	112.1&102.2	96.3&98.2	106.6&120.5	103.1&122.1	99.0&106.8
- Cc1ccc(C(=O)CSc2nc3ccccc3c(=O)n2C)cc1
    95.7	93.2	81.4	94.6	93.0	101.3	106.7	70.3
- O=C(Cn1nncc1CN1C(=O)CSC1=O)Nc1cccc2ccccc12
    109.7	101.5	101.2	97.6	94.9	.	102.2	103.5
- CCN(CC)C(=S)SC(SC(=S)N(CC)CC)C(=O)c1nnn(-c2ccc(Cl)cc2)c1C
    97.2	97.6	83.0	116.0	91.8	107.0	94.0	95.2
- N#CC(=Nc1ccccc1)Nc1ccccc1
    101.6	89.9	96.9	.	100.7	107.5	117.7	95.6
- Brc1ccc(Nc2c(-c3c[nH]c4ccccc34)nc3sc4ccccc4n23)cc1
    99.9	104.2	102.1	85.8	91.9	126.2	104.5	82.4
- CC(=O)c1ccc(NC(=O)CN2CCN(c3cc(=O)[nH]c4ccc(F)cc34)CC2)cc1
    103.5	105.5	99.3	100.7	100.1	105.7	103.4	92.2
- CCOC(=O)c1c(NCC(=O)Nc2ccc(Cl)cc2)sc(C(C)=O)c1C
    109.2	105.3	100.6	101.2	92.6	117.2	115.4	100.1
- O=c1[nH]c(COc2ccc(F)cc2)nc2sc3c(c12)CCC3
    84.5	.	96.3	119.1	89.7	89.2	93.3	101.9
- CCCCCCCCCCCC(=O)Nc1ccc(N(CC)CC)cc1
    107.8	90.5	97.6	88.3	98.2	109.4	128.1	87.9
- COc1cc(C2CC(c3ccc(Cl)cc3)=NN2C=O)ccc1OS(=O)(=O)c1ccc(C)cc1 (configuration not stated)
    .	85.3	86.3	86.8	97.2	102.7	93.8	78.6
- O=C(O)C1(Nc2ccc(Br)cc2)C=C(c2ccccc2)C(O)(c2ccccc2)C1 (configuration not stated)
    85.3	62.3	79.5	99.6	53.5	86.9	87.2	53.8
- CCNC(=O)N1N=C(c2ccc(N)cc2)c2cc3c(cc2CC1=O)OCO3
    109.8	107.8	99.8	112.5	94.1	106.6	92.0	102.1
- COc1ccc(Cn2c(-c3ccccc3)cc3c2-c2oncc2CC3)cc1
    94.6	105.5	111.9	105.1	93.0	109.6	.	86.9
- CCn1cc(C(=O)O)c(=O)c2cc(F)c(N3CCN(CCC(=O)Nc4ccc(/C(C)=N/O)cc4)CC3)cc21
    99.2	109.9	90.5	87.7	94.2	105.7	81.6	98.4
- O=C(/C=C/c1ccccc1Cl)c1cccc(OCCCCOc2cccc(C(=O)/C=C/c3ccccc3Cl)c2)c1
    109.9	98.2	99.5	106.4	102.0	99.7	91.9	85.5
- Cc1ccc(NC(=O)Cn2c(Br)nc3c2c(=O)n(C)c(=O)n3C)cc1
    84.9	62.2	25.6	8.6*	-9.6*	52.0	-36.0*	45.5
- Cc1cc(C)n(-c2nc(-c3ccc(Cl)cc3)c(C#N)c(N3CCOCC3)n2)n1
    94.8	93.1	85.5	87.7	79.9	98.0	107.0	79.0
- CCN(CC)CCCCCNc1cc(OC(=O)c2ccccc2)cc2cccnc12
    140.2	120.2	138.0	102.7	58.1	121.2	95.3	.
- COc1ccc(-c2cc(-c3nc4cc(Cl)c(Cl)cc4[nH]3)[nH]n2)cc1
    100.2	91.2	73.5	.	.	93.1	59.1	74.9
- COc1ccc(-c2[nH]c(=S)[nH]c(=O)c2C#N)cc1
    116.8&106.5	100.8&100.1	100.0&105.0	101.6&102.7	99.8&99.9	102.9&105.7	99.2&96.6	96.0&100.3
- COc1cc(/C=C/C(=O)c2ccc(F)cc2)ccc1Oc1nc(NCCO)nc(N2CCOCC2)n1
    93.9	98.3	82.1	83.8	.	91.3	78.8	57.2
- O=[N+]([O-])c1cc(Cl)ccc1SSc1ccc(Cl)cc1[N+](=O)[O-]
    114.8	100.8	101.5	114.0	93.6	.	.	97.4
- Cc1ccc([N+](=O)[O-])cc1S(=O)(=O)O
    102.4&87.0	93.4&86.3	106.0&103.8	109.0&118.2	104.3&93.8	96.9&112.2	107.8&83.8	97.7&104.0
- Cc1ccc(Cl)cc1NC(=O)Nc1nc2ccc([N+](=O)[O-])cc2s1
    -47.1*	-20.9*	-81.1*	-13.9*	-21.1*	-17.0*	-24.4*	-15.4*
- CCOC(=O)[C@@H]1CS[C@H]([C@@H](C)[C@H]2CC[C@H]3[C@@H]4CCC5=CC(=O)CC[C@]5(C)[C@H]4CC[C@]23C)N1
    95.0	93.9	75.3	72.9	92.0	.	105.0	51.4
- Cc1cc(NCc2cc(Nc3ccnc4cc(Cl)ccc34)ccc2F)nc(N2CCN(C)CC2)n1
    -70.7*	-59.7*	-98.0*	-7.5*	-86.6*	-70.0*	-68.3*	-63.8*
- COc1cnc2c(c1)C(=O)c1c-2n(CCCN2CCC(O)CC2)c(=O)c2cc(Cl)ccc12
    106.9	.	50.7	86.7	-86.3*	102.0	.	24.5
- Cc1ccc(Cl)c(-n2c(SCC(=O)Nc3ccc(S(=O)(=O)Nc4ncccn4)cc3)nc3ccccc3c2=O)c1
    104.2	113.0	98.3	98.3	100.7	108.5	108.1	98.6
- COc1cc(Cl)cc(-c2nn(C(=O)NS(=O)(=O)c3ccc(Cl)cc3)cc2-c2ccncc2)c1
    95.0	113.1	95.2	73.3	45.5	95.8	78.1	73.3
- COc1ccc(N2C(=O)CCSC2=S)cc1
    101.6	103.7	95.8	97.5	92.0	98.1	100.8	99.3
- CCN1C/C(=N\S(=O)(=O)c2ccccc2)N(CC)C1=S
    103.7	97.6	102.2	104.9	99.3	104.4	100.2	95.2
- O=CN1N=C(c2ccc(Nc3nc(NCCO)nc(NCCO)n3)cc2)CC1c1ccc(F)cc1 (configuration not stated)
    .	95.7	101.2	.	98.7	102.0	97.6	102.1
- CS(=O)(=O)c1nccc(-c2c(-c3cccc(OCCN4CCOCC4)c3)nc3sccn23)n1
    101.6	110.3	84.5	88.7	91.3	99.3	105.3	89.1
- O=C(Cn1nncc1CN1C(=O)CSC1=O)Nc1ccc([N+](=O)[O-])cc1
    106.8	105.0	101.7	93.2	98.0	.	106.5	103.3
- O=[N+]([O-])c1ccc2c(c1)-c1ccccc1C2
    104.8	108.7	100.6	98.7	100.2	105.2	131.2	94.4
- O=C(Cc1ccc(OCc2ccccc2)cc1)NCc1ccc2c(c1)OCO2
    .	.	95.8	69.8	50.0	74.7	46.6	61.8
- CCc1ccc(NC(=O)N[C@@H](Cc2cc(F)cc(F)c2)C(=O)N[C@@H]2C(=O)N3CCC[C@H]3C(=O)N3CCO[C@H](C)[C@H]3C(=O)N[C@@H](CO)C(=O)N3C[C@H](C)C[C@H]3C(=O)O[C@H]2C)c(F)c1
    .	12.9	-2.9*	35.8	20.4	43.4	40.8	26.3
- COc1ccc(CSC(=S)N(C)C)cc1[N+](=O)[O-]
    101.4	106.1	105.4	.	102.4	107.8	100.3	101.1
- Cc1nc(=S)c2cnn(-c3ccc([N+](=O)[O-])cc3)c2[nH]1
    98.7	104.3	99.6	96.2	97.7	117.3	103.3	91.0
- CCCOc1ccc(OCC(=O)c2ccccc2)cc1
    .	94.9	101.1	100.0	102.5	113.4	94.5	97.8

# A draw from above in order of number of heavy atoms, smallest number first.
# Under each structure – SK-MEL-2	UACC-257	SK-MEL-5	HS 578T	LOX IMVI	SK-MEL-28	MALME-3M	UACC-62
- O=[N+]([O-])c1ccc2c(c1)-c1ccccc1C2
    104.8	108.7	100.6	98.7	100.2	105.2	131.2	94.4
- COc1ccc(CSC(=S)N(C)C)cc1[N+](=O)[O-]
    101.4	106.1	105.4	.	102.4	107.8	100.3	101.1
- Cc1nc(=S)c2cnn(-c3ccc([N+](=O)[O-])cc3)c2[nH]1
    98.7	104.3	99.6	96.2	97.7	117.3	103.3	91.0
- COc1ccc(-c2cc(-c3nc4cc(Cl)c(Cl)cc4[nH]3)[nH]n2)cc1
    100.2	91.2	73.5	.	.	93.1	59.1	74.9
- Cc1ccc(NC(=O)Cn2c(Br)nc3c2c(=O)n(C)c(=O)n3C)cc1
    84.9	62.2	25.6	8.6*	-9.6*	52.0	-36.0*	45.5
- COc1cc(/C=C/C(=O)c2ccc(F)cc2)ccc1Oc1nc(NCCO)nc(N2CCOCC2)n1
    93.9	98.3	82.1	83.8	.	91.3	78.8	57.2

# Returning to the listing, repeating the two entries before the break.
# Under each structure – SK-MEL-2	UACC-257	SK-MEL-5	HS 578T	LOX IMVI	SK-MEL-28	MALME-3M	UACC-62
- Cc1nc(=S)c2cnn(-c3ccc([N+](=O)[O-])cc3)c2[nH]1
    98.7	104.3	99.6	96.2	97.7	117.3	103.3	91.0
- CCCOc1ccc(OCC(=O)c2ccccc2)cc1
    .	94.9	101.1	100.0	102.5	113.4	94.5	97.8
- N#Cc1ccc(C(=O)NCCCNc2nccc(-n3ccc4cccnc43)n2)cc1
    101.7	105.8	106.2	109.2	100.4	106.4	106.4	100.2
- O=S(=O)(NCCCNc1nccc(-n2cnc3ccccc32)n1)c1cccc(F)c1
    103.9	103.3	72.1	83.6	94.1	101.5	106.3	78.5
- CCOC(=O)c1c(C)nc(Nc2nc3ccccc3o2)nc1-c1ccc(Cl)cc1Cl
    102.5	94.3	108.0	116.0	103.1	110.4	94.0	99.6
- Cc1nc2sc(C(=O)Nc3ccccc3)c(N)c2cc1C(=O)/C=C/c1ccccc1
    18.4	54.2	11.7	12.0	-80.0*	30.9	50.1	0.8*
- N#Cc1c(-c2ccccc2F)cc(-c2ccncc2)[nH]c1=O
    121.1	98.3	105.7	103.3	95.4	110.1	105.3	97.9
- CC(C)(Cc1ccc(Cl)cc1)NC(N)=O
    100.0	93.2	102.6	104.8	99.7	102.8	107.4	97.4
- CN(C)c1cccc2c(S(=O)(=O)Nc3cccc(-c4csc(NC(=O)CCCCCN5CCN(c6ccc7c(c6)C(=O)N(C6CCC(=O)NC6=O)C7=O)CC5)n4)c3)cccc12 (configuration not stated)
    129.5	93.4	95.0	85.0	98.1	106.0	91.2	92.8
- N#Cc1ccc(-c2nn3c(-c4ccccc4)nnc3s2)cc1
    117.4	112.4	98.2	102.4	111.2	106.8	115.3	100.9
- O=C(Nc1ccc(O)cc1)c1ccccc1O
    107.4	104.1	107.9	98.6	92.2	114.2	108.5	96.4
- NC(N)=NC(=O)c1nc(Cl)c(N)nc1N
    101.2	112.4	104.0	97.7	98.5	100.8	94.9	90.9
- Cn1c(O)c(N=NC(=O)c2cc(-c3ccccc3)on2)c2ccccc21
    95.3	119.1	99.3	96.2	92.2	106.6	88.7	98.9
- COC1=CC(c2ccc[nH]2)=N/C1=C\c1[nH]c(C)c(C(=O)CCCCC(=O)Nc2ccccc2)c1C
    90.7	74.4	84.7	82.2	-71.8*	63.9	87.7	101.4
- Cc1cccc(C)c1NC(=O)N/N=C/c1c[nH]c2ccccc12
    101.3	103.8	88.9	87.1	91.4	107.6	91.1	85.8
